Growth percent in the NCI-60 one-dose screen (48 h, 10 µM unless noted): 100 = growth as untreated, 0 = no growth, -100 = all killed.
OVCAR-3: OVCAR-3 ovarian cancer; 79,000 tested, 7% active
OVCAR-5: OVCAR-5 ovarian cancer. 82,000 tested, 2.9% active. AID 1794783
SK-OV-3: SK-OV-3 ovarian cancer cells. 80,000 tested, 3.2% active
OVCAR-4: OVCAR-4 ovarian cancer cells; 80,000 tested, 3.7% active
ACHN: ACHN renal cancer; AID 1794771; 81,000 tested, 4.9% active
A498: A498 renal cancer cells | 76,000 tested, 5.4% active | AID 1794774
RXF 393: RXF 393 renal cancer cells; 77,000 tested, 6.9% active; AID 1794773
OVCAR-8: OVCAR-8 ovarian cancer; 81,000 tested, 4.4% active
IGROV1: IGROV1 ovarian cancer. 79,000 tested, 4.7% active. AID 1794786
An asterisk follows results filed as active; · = not tested or not shown. How the source made its calls: active means growth percent below 10; inactive means the rest.

Letters: A = OVCAR-3; B = OVCAR-5; C = SK-OV-3; D = OVCAR-4; E = ACHN; F = A498; G = RXF 393; H = OVCAR-8; I = IGROV1
1) Cc1ccc(Nc2cc(=O)[nH]c(N)n2)cc1C
  A = 123	B = 126	C = 111	D = 96	E = 103	F = 86	G = 105	H = 111	I = 93

2) CCC(CC)C(O)CCCN(C)C (centres undefined)
  A = 110	B = 105	C = 104	D = 89	E = 104	F = 105	G = 100	H = 100	I = 112

3) COc1ccc(/C=C(\C#N)C(=O)N2c3ccccc3Sc3ccc(SC)cc32)cc1F
  A = 93	B = 86	C = 100	D = 75	E = 89	F = 80	G = 100	H = 91	I = 91

4) Fc1ccc(COc2cccc(-c3nc4sccn4c3-c3ccccc3)c2)cc1
  A = 108	B = 101	C = ·	D = 98	E = 107	F = ·	G = 119	H = 104	I = 91

5) O=C(O)c1cnn(-c2ccccc2)c1-n1nnc2ccc(Cl)cc2c1=O
  A = 105	B = 105	C = 108	D = 117	E = 106	F = 102	G = 105	H = 108	I = 74

6) CC(=O)OCC(=O)[C@@]1(O)CC[C@H]2[C@@H]3CCC4=CC(=O)C=C[C@]4(C)[C@H]3[C@@H](O)C[C@@]21C
  A = 103	B = 73	C = 67	D = 103	E = 103	F = 109	G = 124	H = 98	I = 94

7) CCOC(=O)c1ccoc1
  A = 101	B = 91	C = 93	D = 104	E = 97	F = 74	G = 110	H = 101	I = 101

8) CCn1cc(C(=O)O)c(=O)c2cc(F)c(N3CCN(S(=O)(=O)c4ccc(OC)c(OC)c4)CC3)cc21
  A = 109	B = 102	C = 135	D = 110	E = 93	F = 90	G = 109	H = 102	I = 108

9) CCCSc1nnc(Nc2cccc(C)c2)s1
  A = 114	B = 97	C = 108	D = 99	E = 101	F = 92	G = 104	H = 99	I = 54

10) COc1ccc2nc(-c3ccc(-n4cncc4-c4ccc(OC)c(N)c4)cc3)sc2c1
  A = ·	B = 108	C = 117	D = 87	E = 103	F = ·	G = 113	H = 97	I = 113

11) O=C(Cn1cc(CN2C(=O)c3ccccc3S2(=O)=O)nn1)Nc1nc2ccccc2s1
  A = 102	B = 101	C = 79	D = 100	E = 90	F = 108	G = 117	H = 102	I = 93

12) NNC(=O)COc1ccc(-c2nc3cc(Cl)c(Cl)cc3[nH]2)cc1
  A = 110	B = 103	C = 103	D = 107	E = 103	F = 99	G = 119	H = 101	I = 97

13) Cc1cn(-c2cc(NC(=O)c3cncc(C#Cc4cnc5ccc(OCCCS(C)(=O)=O)nn45)c3)cc(C(F)(F)F)c2)cn1
  A = ·	B = 23	C = 104	D = 58	E = 56	F = ·	G = -75*	H = 15	I = 14

14) C[C@]12C=CC(=O)C=C1CCC1C3C[C@@H](O)[C@](O)(C(=O)CO)[C@@]3(C)C[C@H](O)[C@@]12F (some centres undefined)
  A = 122	B = ·	C = 78	D = 108	E = 94	F = 140	G = 127	H = 96	I = 101

15) Clc1ccc(Cc2nnc3sc(-c4ccncc4)nn23)cc1
  A = 101	B = 108	C = 109	D = 99	E = 94	F = 68	G = 83	H = 94	I = 110

16) NC(N)=NNC(=O)c1ccccc1
  A = 101	B = 101	C = 101	D = 96	E = 97	F = 102	G = 111	H = 108	I = 116

17) Cc1ccc(NC(=S)N2CCCCC2)cc1C
  A = 106	B = 102	C = 104	D = 100	E = 100	F = 85	G = ·	H = 121	I = 128

18) COc1ccc(/C=N\NC(=O)c2cnn(CC(O)c3ccccc3)c2N)cc1OCc1ccc(Cl)cc1 (centres undefined)
  A = ·	B = 80	C = 94	D = 74	E = 59	F = 48	G = 42	H = 74	I = 92

19) COc1ccc2nc(-c3ccc(-c4noc(-c5ccc(F)cc5)n4)cc3)[nH]c2c1
  A = 88	B = 98	C = 89	D = 46	E = 79	F = 110	G = 111	H = 98	I = 105

20) N#CSCc1c(Cl)cccc1Cl
  A = 4.8*	B = 106	C = 97	D = 35	E = 50	F = 85	G = 50	H = 100	I = 12

21) COc1ccc(S(=O)(=O)NC2C(O)C3(C)c4ccccc4C2(C)c2ccccc23)cc1 (centres undefined)
  A = 110	B = 94	C = 94	D = 97	E = 97	F = 49	G = 97	H = 92	I = 91

22) O=C(Nc1ccc(-n2cc(-c3ccncc3)c(-c3ccc(Cl)c(O)c3)n2)cc1)c1cc(Cl)cc(Cl)c1
  A = 86	B = 65	C = 55	D = 92	E = 57	F = 96	G = -69*	H = 59	I = 63

23) O=C(CCN1CCCC1)c1ccccc1
  A = 135	B = 108	C = 109	D = 109	E = 103	F = 119	G = 110	H = 104	I = 102

24) Clc1c(Cl)[n+](Cc2ccc3ccccc3c2)cn1Cc1ccc2ccccc2c1
  A = -22*	B = 55	C = 19	D = -3.2*	E = 85	F = 55	G = -7.5*	H = -11*	I = -20*

25) C=CCn1c(SCC(=O)N2CCN(c3cc4c(cc3F)c(=O)c(C(=O)O)cn4C3CC3)CC2)nnc1-c1ccc(Cl)cc1
  A = 105	B = 101	C = 99	D = 110	E = 106	F = 77	G = 106	H = 104	I = 111

26) CC12C(=O)N(c3nccs3)C(=O)C1(C)C1CCC2O1 (centres undefined)
  A = 119	B = 104	C = 112	D = 105	E = 101	F = 137	G = 100	H = 103	I = 115

27) CN1CCN(Cc2ccc(C(=O)Nc3cncc(C#Cc4cnc(N)c5ccccc45)c3)cc2C(F)(F)F)CC1
  A = -74*	B = -44*	C = 35	D = -45*	E = -76*	F = -63*	G = -82*	H = -18*	I = -47*

28) Nc1cc2ccccc2c(O)c1O
  A = -40*	B = 76	C = 79	D = -98*	E = 9.5*	F = 97	G = -52*	H = -70*	I = 67

29) Cc1cc(O)c2c(c1)C(=O)C(c1c(C)cc3c(c1O)C(=O)C=CC3=O)=CC2=O
  A = 23	B = 117	C = 89	D = 86	E = -8.4*	F = 122	G = 20	H = 83	I = 108

30) O=c1oc2c(O)cccc2c2ccccc12
  A = ·	B = 104	C = 89	D = 104	E = 96	F = ·	G = 129	H = 98	I = 93

Single records, from the list above.
C=CCn1c(SCC(=O)N2CCN(c3cc4c(cc3F)c(=O)c(C(=O)O)cn4C3CC3)CC2)nnc1-c1ccc(Cl)cc1 in the list: OVCAR-3: 105; OVCAR-5: 101; SK-OV-3: 99; OVCAR-4: 110; ACHN: 106; A498: 77; RXF 393: 106; OVCAR-8: 104; IGROV1: 111
NC(N)=NNC(=O)c1ccccc1 in the list: OVCAR-3: 101; OVCAR-5: 101; SK-OV-3: 101; OVCAR-4: 96; ACHN: 97; A498: 102; RXF 393: 111; OVCAR-8: 108; IGROV1: 116

Later entries
Letters: A = OVCAR-3; B = OVCAR-5; C = SK-OV-3; D = OVCAR-4; E = ACHN; F = A498; G = RXF 393; H = OVCAR-8; I = IGROV1
31) CN(C)c1ccc(-c2c(C#N)c(N)nn2C(=O)c2ccc(NC(=O)c3ccccn3)cc2)cc1
  A = 102	B = 96	C = 108	D = 105	E = 87	F = 97	G = 117	H = 98	I = 79

32) C=C[C@@]1(C)CC(=O)[C@@]2(O)[C@](C)(O1)[C@@H](OC(C)=O)[C@@H](O)C1C(C)(C)CC[C@H](O)[C@@]12C (some centres undefined)
  A = 99	B = 70	C = 96	D = 124	E = 80	F = 87	G = 63	H = 98	I = 94

33) O=C1N(Cc2ccccc2)c2ccccc2[C@]12Oc1ccccc1[C@H]1CC(c3ccc(F)cc3)=NN12
  A = 88	B = 119	C = 90	D = 86	E = 91	F = 112	G = 100	H = 97	I = 85

34) O=Cc1cc([N+](=O)[O-])no1
  A = 102	B = 96	C = 104	D = 98	E = 102	F = 97	G = 103	H = 102	I = 105

35) O=[N+]([O-])c1ccc(C2=NCCO2)cc1
  A = 113	B = 99	C = 108	D = 96	E = 105	F = 89	G = 108	H = 110	I = 92

36) Cn1ccnc1C(=O)/C=C/c1ccc(C(=O)Nc2nc3ccccc3[nH]2)cc1
  A = 7.5*	B = 60	C = 77	D = 37	E = 49	F = 51	G = 2.7*	H = ·	I = 36

37) CCCC(O)C(F)(F)Cl (centres undefined)
  A = 104	B = 101	C = 104	D = 107	E = 102	F = 110	G = 103	H = 97	I = 96

38) CC(=O)n1nc(C(=O)OCCC(C)C)c2cc3c(cc21)OCO3
  A = 101	B = 108	C = 92	D = 96	E = 108	F = 91	G = 96	H = 98	I = 102

39) CCC(CC)SC(CC)CC
  A = 103	B = 110	C = 115	D = 114	E = 117	F = 113	G = 123	H = 102	I = 112

40) O=C(COc1ccc2c(c1)CCCC(=O)N2)NCc1ccccc1
  A = 85	B = 101	C = 89	D = 92	E = 103	F = 95	G = 93	H = 100	I = 111

41) Cc1cc(Nc2nc(O)c(/C=C3\C=Nc4ccccc43)s2)no1
  A = 103	B = 115	C = 94	D = 114	E = 102	F = 116	G = 125	H = 102	I = 87

42) Cn1c(NCCc2ccc(O)c(O)c2)nc2c1c(=O)n(Cc1ccc(Br)cc1)c(=O)n2C
  A = 69	B = 99	C = 75	D = 53	E = 33	F = 106	G = 81	H = 72	I = 38

43) COC(=O)[C@H](Cc1ccccc1)NC(=O)[C@@H](CC(C)C)N1CC=CCN(Cc2ccccc2)S1(=O)=O
  A = 109	B = 99	C = 104	D = 108	E = 104	F = 109	G = 104	H = 85	I = 105

44) Cc1cc(NC(=O)/C(Cl)=C(\Cl)C(=O)O)c([N+](=O)[O-])cc1C
  A = 105	B = ·	C = 100	D = 104	E = 111	F = 128	G = 102	H = 105	I = 107

45) CCN(CC)S(=O)(=O)c1ccc(OC)c(N)c1
  A = 122	B = 110	C = 107	D = 111	E = 102	F = 94	G = 99	H = 100	I = 104

46) O=C1/C(=C/c2ccncc2)Nc2cc3c(cc21)OCO3
  A = 115	B = 102	C = 101	D = 99	E = 101	F = 94	G = 93	H = 98	I = 98

47) Cn1c(=O)c(C#N)c(-c2ccco2)n2c(SCC(=O)c3ccccc3)nnc12
  A = 104	B = 93	C = 116	D = 95	E = 97	F = 117	G = 81	H = 100	I = 62

48) O=C(Nc1cccc2cccnc12)c1ccc(N2C(=O)CCS2(=O)=O)cc1
  A = 102	B = 105	C = 108	D = 108	E = 108	F = 100	G = ·	H = 104	I = 110

49) O=C(CSc1nc2ccccc2c(=O)n1-c1ccccc1)c1cc2cc(O)ccc2oc1=O
  A = 96	B = 97	C = 103	D = 102	E = 107	F = 94	G = 99	H = 103	I = 85

50) COc1cc(C(=O)N2CCN(c3ccccc3OC)CC2)c(NC(=O)c2cnccn2)cc1OCc1ccccc1
  A = 93	B = 91	C = 90	D = 79	E = 93	F = 85	G = 113	H = 91	I = 64

51) COc1ccc2c(c1)C(C)Cc1c(Cl)ncnc1N2C (centres undefined)
  A = 2.2*	B = 41	C = 12	D = 7.1*	E = 9.1*	F = -39*	G = -8.6*	H = 7.0*	I = 24

52) CCN(CC)Cc1nc2ccccc2c(=O)n1/N=C/c1ccc(Cl)cc1
  A = 114	B = 97	C = 114	D = 106	E = 105	F = 111	G = 114	H = 109	I = 114

53) N#Cc1ccc(-c2nn(-c3ccc(C(=O)O)cc3)cc2CNc2ccc(Br)cc2)cc1
  A = 61	B = 96	C = 109	D = 72	E = 57	F = 74	G = ·	H = 64	I = 72

54) O=C(NNc1nccc(Nc2ccc(S(=O)(=O)Nc3ccncc3)cc2)n1)c1ccc([N+](=O)[O-])cc1
  A = 102	B = 94	C = 106	D = 107	E = 98	F = 100	G = 103	H = 105	I = 102

55) Nc1nc(-c2ccc(Cl)nc2)nn1-c1nc2ccccc2s1
  A = 54	B = 96	C = ·	D = 104	E = 66	F = 108	G = 105	H = 75	I = 89

56) CCOc1ccc(N=C(C)Nc2ccc(OCC)cc2)cc1
  A = 133	B = 104	C = 121	D = 104	E = 99	F = 100	G = 113	H = 106	I = 106

Entries listed so far that contain a COOH group, in the order listed:
Letters: A = OVCAR-3; B = OVCAR-5; C = SK-OV-3; D = OVCAR-4; E = ACHN; F = A498; G = RXF 393; H = OVCAR-8; I = IGROV1
5) O=C(O)c1cnn(-c2ccccc2)c1-n1nnc2ccc(Cl)cc2c1=O
  A = 105	B = 105	C = 108	D = 117	E = 106	F = 102	G = 105	H = 108	I = 74

8) CCn1cc(C(=O)O)c(=O)c2cc(F)c(N3CCN(S(=O)(=O)c4ccc(OC)c(OC)c4)CC3)cc21
  A = 109	B = 102	C = 135	D = 110	E = 93	F = 90	G = 109	H = 102	I = 108

25) C=CCn1c(SCC(=O)N2CCN(c3cc4c(cc3F)c(=O)c(C(=O)O)cn4C3CC3)CC2)nnc1-c1ccc(Cl)cc1
  A = 105	B = 101	C = 99	D = 110	E = 106	F = 77	G = 106	H = 104	I = 111

44) Cc1cc(NC(=O)/C(Cl)=C(\Cl)C(=O)O)c([N+](=O)[O-])cc1C
  A = 105	B = ·	C = 100	D = 104	E = 111	F = 128	G = 102	H = 105	I = 107

53) N#Cc1ccc(-c2nn(-c3ccc(C(=O)O)cc3)cc2CNc2ccc(Br)cc2)cc1
  A = 61	B = 96	C = 109	D = 72	E = 57	F = 74	G = ·	H = 64	I = 72

No enrichment for hits; about 11% have a hit in one of these screens.
